MT stabilizer: microtubule stabilizers in HeLa cells, primary screen, imaging, high-content imaging; HeLa tubulin immunostaining HCS, 24 h; share of cells brighter than vehicle mean+2SD; % tubulin-high responders, % at 10 µM; 0.83% of 200,000 active;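 active = plate Z-score above 3 for both tubulin-high and condensed-nucleus cell shares, with cell loss under 80%, at 10 µM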;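 note: anti alpha tubulin signal scored within the nucleus-defined area of each cell; some results filed as inactive read as strong as hits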
b-catenin transl: modulators of beta-catenin nuclear translocation, primary screen, imaging, HeLa cells, immunofluorescence, high-content | nuclear translocation activity, % at 5 µM | 0.3% of 190,000 active;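 active = nuclear translocation activity above 50% at 5 µM, with a well cell count of 50 or more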;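 note: per-cell ratio of nuclear to cytoplasmic median beta-catenin stain intensity; plate controls were DMSO negative control for no effect and GSK-3 inhibitor IX positive control for full effect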
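assay system = human HeLa cells, endogenous beta-catenin | times = compound treatment 24 h, 37°C, 5% CO2 | detection = Anti-beta-catenin immunofluorescence on PFA-fixed, Triton-permeabilized cells, DAPI nuclei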
Autophagy mod: autophagy modulators in MEF cells, primary screen, imaging, high-content, MEF GFP-LC3 | AID 463193, 2010 | 0.98% of 190,000 active | calls only at 10 µM (by protocol) | MEF GFP-LC3 puncta imaging; test concentration mostly 10 µM;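 active = percentage of spot-positive cells more than 3 SD above its plate mean, without a fluorescence outlier flag or 80% toxicity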;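 note: spot-positive cell cutoff set from DMSO-treated cells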
WT yeast gro inh: growth inhibition of WT strain, primary screen, mitochondrial fusion inhibitor project, WT and mutant strains, chemical genetic; mitochondrial fusion phenotypic screen; inhibition, % at 10 µM; 2.1% of 190,000 active; in the data active = inhibition above about 58%; tested in S. cerevisiae
Yfh1-off respiration: enhancers of respiration in Yfh1-depleted yeast, dose response, Friedreich's ataxia, plus single-dose screen (AID 1465) | S. cerevisiae Yfh1-off respiration, WST-1 reduction, 72 h; higher fold induction means a stronger effect | one-dose fold induction at 50 µM; EC50 in µM for titrated hits | 0.074% of 220,000 active;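 active = fold induction of absorbance versus untreated yeast above a set limit, then at least 30% activation at any dose in follow-up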;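 note: activators that raise dye reduction in frataxin-depleted yeast; strong numbers were not always called active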
Dynein transport: inhibitors of GR-EGFP nuclear translocation, primary screen, dynein cargo transport inhibitor project, imaging, high-content, 3617.4 mouse cells | 0.47% of 220,000 active | AID 1381, 2008 | test concentration mostly 20 µM; stimulated with dexamethasone, 1 µM; hits give low values | z-score, hits read low;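 active = plate z-score of nuclear minus cytoplasmic receptor signal below a set negative limit, without overly bright fluorescence or cell loss, cut at about -3.5 in these data, passing the limit was not always enough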;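 note: z-score of nuclear minus cytoplasmic ring GR-EGFP intensity difference per well; some compounds called inactive have numbers as strong as hits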
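medium = tetracycline-free induction medium containing charcoal-stripped FBS | probe or stimulus = dexamethasone, 1.0 µM final | timing = 48 h induction, then 1 h compound, then 30 min agonist, 37 °C | detection = automated 10x imaging of fixed Hoechst-stained cells | read-out basis = nuclear versus cytoplasmic GR-EGFP signal, averaged per well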
P. falciparum M1AAP: P. falciparum M1AAP inhibitors, biochemical, fluorogenic H-Leu-NHMec substrate, 1536-well (AID 1445); recombinant M1AAP, H-Leu-NHMec fluorogenic kinetic assay; higher % means a stronger effect; 0.42% of 220,000 active; inhibition, % at 30 µM; hits with a dose series show IC50 in µM;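 active = primary inhibition above the hit cutoff, then over 50% inhibition at one or more dose response concentrations, cut at about 23% in these data, passing the limit was not always enough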;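 note: plate controls were DMSO full reaction for no effect and no enzyme background for full effect; strong numbers were not always called active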
T cell modulator: modulators of CD8 T cell-vesicle binding, primary screen, mouse 2C CD8+ T cells, flow cytometry; 2C CD8+ T cell-vesicle binding; hits give low values; calls only at 7 µM; 0.068% of 330,000 active; AID 2052, 2009;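 active = response, share of CD8 T cells binding vesicles, and their 90th percentile fluorescence all below set limits, cut at about 80% in these data, passing the limit was not always enough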
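Benchmarks: naked versus QL9-loaded vesicles / Assay system: purified 2C TCR transgenic mouse naive CD8+ T cells / Technique: high-throughput flow cytometry with anti-B7-1 and anti-CD8 staining / Timing: Cell–vesicle co-incubation 1.5 h at 37 °C, staining 20 min on ice / Read-out: percent CD8+ FL2 mean versus row control / Probe or stimulus: QL9-loaded Drosophila micro-vesicles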
P. falciparum M17LAP: P. falciparum M17LAP inhibitors, primary screen, biochemical, fluorogenic H-Leu-NHMec substrate, 1536-well (AID 1619); recombinant M17LAP, H-Leu-NHMec fluorogenic kinetic assay; higher % means a stronger effect; inhibition, % at 30 µM, or IC50 in µM where a hit was titrated; 0.38% of 220,000 active;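 active = compound inhibiting the enzyme by more than half at any dose during confirmatory dose-response retesting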;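 note: plate controls were full reaction with DMSO carrier for no effect and no enzyme background for full effect; strong numbers were not always called active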
WT yeast gro inh mutant strain: also measured in WT yeast gro inh; calls as there; inhibition, %; mitochondrial fusion phenotypic screen, mutant strain inhibition
Dynein transport cytoplasmic EGFP: second read-out of Dynein transport, no call of its own (marks repeat the call); z-score; measured here: cytoplasmic GR-EGFP intensity; hits give high values
Dynein transport nuclear GR-EGFP: also measured in Dynein transport; calls as there; z-score; measured here: nuclear GR-EGFP intensity;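 lower value marks the stronger effect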
Dynein transport cell count: further read-out of Dynein transport, marked with its call; z-score; measured here: cell count per field
b-catenin transl cell count 5 µM: further read-out of b-catenin transl, marked with its call; cell count; measured here: cell count, cytotoxicity flag
T cell modulator vesicle-bound %: second read-out of T cell modulator, no call of its own (marks repeat the call); double positive events, %; measured here: CD8+ vesicle-bound cell fraction;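 binding gate set so that unloaded-vesicle control wells show 10% double positive cells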
MT stabilizer Hoechst-high %: recorded beside MT stabilizer, whose call it bears; % Hoechst-high responders; measured here: nuclear condensation Hoechst responders;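 share of cells brighter than vehicle mean plus two SD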
MT stabilizer cytotoxicity %: recorded beside MT stabilizer, whose call it bears; toxicity, %; measured here: cytotoxicity by cell density;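 0% = mean cell density of plate MIN control wells and 100% = no cells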
Autophagy mod cell loss 18 h: also measured in Autophagy mod; calls as there; toxicity, %; measured here: cell loss, nuclei count;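 cell loss after 18 h compound exposure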
Numbers without * were called inactive; i = inactive; . = no result given.

SMILES	MT stabilizer	MT stabilizer Hoechst-high %	MT stabilizer cytotoxicity %	b-catenin transl	b-catenin transl cell count 5 µM	Autophagy mod	Autophagy mod cell loss 18 h	WT yeast gro inh	WT yeast gro inh mutant strain	Yfh1-off respiration	Dynein transport	Dynein transport cytoplasmic EGFP	Dynein transport nuclear GR-EGFP	Dynein transport cell count	P. falciparum M1AAP	T cell modulator	T cell modulator vesicle-bound %	P. falciparum M17LAP
Cc1nnc(NC(=O)CSc2nc(N)c(NC(=O)c3cccs3)c(=O)[nH]2)s1	.	.	.	1.8	1238	.	.	.	.	i	2	-0.127	2.38	-2.91	-7.3%	i	38.5	-5.3%
COC(=O)c1cc2c(cc1[N+](=O)[O-])OCO2	3.3	3.6	8.2	2.3	1029	i	-10.1	12.2	10.4	i	-2.13	1.62	-0.307	1.11	1.0%	i	50.7	-0.6%
C=CCn1c(C2CCCCC2)n[nH]c1=S	5.0	1.3	8.6	3.4	998	i	-1.4	4.3	6.2	i	-0.0178	-0.317	-0.0393	0.169	-0.7%	i	12.4	-2.5%
Cc1nc(N2CCN(S(=O)(=O)c3ccc(Br)cc3)CC2)c2c(C)c(C)sc2n1	1.9	1.8	7.5	-0.1	1545	i	-2.4	24.7	4.1	i	-0.962	-0.409	-0.489	3.52	3.8%	i	34.6	-0.2%
CC(C)(C)CC(=O)NCc1cccs1	3.9	3.5	7.3	-3.0	1092	i	3.2	-3.6	7.8	i	0.222	-0.32	0.383	-0.0291	7.3%	i	28.6	-3.8%
COCCNC(=O)C(c1ccc(C)o1)N(C(=O)Cn1nnc2ccccc21)c1ccccc1 (stereo unspecified)	1.1	2.2	11.0	0.6	1576	i	-4.4	6.3	10.5	i	3.43	-0.291	1.76	-0.909	5.6%	i	55.4	-0.8%
Cc1cccc(NC(=S)NCCc2ccc(F)cc2)c1C	3.9	2.0	25.7	-4.9	1107	i	26.8	74.7*	64.6*	i	0.635	-0.32	0.583	0.258	-1.3%	i	17.7	-6.2%
COc1ccccc1C(=O)C1CCCN(C(=O)C2CCCC2)C1 (stereo unspecified)	2.2	1.6	2.5	0.1	979	i	1.5	-16.9	-6.4	i	0.747	-0.324	0.188	0.445	-0.7%	i	36.5	-3.4%
Cc1ccc(NC(=O)Nc2cccs2)cc1	3.4	2.7	10.0	.	.	i	-1.5	-10.8	-0.1	i	0.915	-0.0849	0.813	0.279	10.0%	i	59.2	22.4%
CCNc1nc(NC(C)C)nc(Oc2ccc(OCc3ccccc3)nn2)n1	3.3	1.7	3.6	2.2	555	i	-6.8	-12.6	4.2	i	-0.688	-0.0422	-0.953	0.779	3.2%	i	37.3	-14.7%
O=C(Nc1ccc2nc(-c3ccc4nc[nH]c4c3)[nH]c2c1)c1cccs1	2.1	2.0	11.6	0.4	885	i	-1.7	-15.8	-11.7	i	-0.292	-0.204	-0.328	0.324	4.5%	i	22.4	-4.8%
COc1ccc(Cc2nnc(NC(=O)CSc3ccc(C)cc3)s2)cc1OC	1.5	2.2	5.6	0.6	1411	i	27.1	10.1	0.5	i	0.0855	-0.198	-0.216	0.32	3.2%	i	33.4	-12.3%
Cc1[nH][nH]c(=O)c1/C=N/N1CCOCC1	3.2	3.0	4.9	-3.2	1113	i	4.9	-12.2	11.8	i	-0.819	-0.218	-0.0243	0.624	0.0%	i	64.2	-0.3%
CCC(C)[C@H](NC(=O)NCc1ccc(Cl)cc1)C(=O)OC (stereo partly specified)	5.0	2.8	6.6	-6.1	1070	i	11.3	-20.3	-18.9	i	0.625	-0.217	0.652	-0.473	0.5%	i	34.2	-6.8%
O=C1CC(=C(c2ccccc2)c2ccccc2)C(=O)N1CCN1CCN(c2cccc(Cl)c2)CC1	2.7	2.1	7.3	2.4	983	i	26.8	14.2	4.4	i	0.245	0.173	0.579	-0.955	3.3%	i	51.1	-1.6%
CCOC(=O)C1CCN(c2nc(-c3ccc(Br)cc3)nc3ccccc23)CC1	2.9	2.2	3.6	1.2	1107	i	3.7	41.3	6.1	i	-0.174	-0.235	-0.381	0.407	0.1%	i	47.7	-4.8%
Cc1nnc2ccc(-c3ccc(NC(=O)c4ccco4)cc3)nn12	2.4	1.8	7.7	.	.	i	-0.7	-0.9	-8.8	i	1.28	0.141	0.869	-1.69	9.7%	i	38.6	2.5%
CCN1C(=O)/C(=C\C(=O)c2cccs2)c2cc(Br)ccc21	2.0	1.1	9.2	-2.4	1017	i	8.2	86.8	89.9	i	-1.47	-0.171	-0.67	1.48	14.5%	i	50.3	-4.1%
O=C(Nc1ccc2c(c1)nc1n2CCCCC1)c1cc(S(=O)(=O)N2CCOCC2)ccc1Cl	2.3	2.1	5.4	2.7	679	i	-3.8	0.6	1.3	i	-0.506	-0.102	0.0948	0.355	7.7%	i	45.4	-16.2%
N/C(Cc1nc(-c2ccc(F)cc2)cs1)=N\O	.	.	.	0.6	1025	.	.	.	.	i	0.533	0.56	0.188	-0.392	-1.0%	i	32.0	-3.2%
CCOc1cc(S(=O)(=O)NCc2cccnc2)c(C)cc1C	4.2	2.1	6.6	-4.1	922	i	-15.2	-2.5	2.0	i	0.147	-0.26	0.017	0.579	-3.2%	i	51.3	-5.0%
Cn1c(SCC(=O)Nc2ccc3c(c2)OCCO3)nnc1-c1ccccn1	4.6	2.3	6.6	-5.5	1290	i	3.8	-5.0	-4.3	i	0.671	-0.37	0.877	-0.0198	2.0%	i	11.3	16.9%
CC1=C/C(=N\NC(=O)c2cccs2)CC(C)(C)C1	4.6	1.6	9.0	.	.	i	12.6	2.3	0.4	i	1.47	-0.251	0.805	-0.791	16.5%	i	54.6	3.9%
COc1ccc(C2c3ccc(O)cc3Oc3ncn(CCN4CCOCC4)c(=N)c32)cc1OC (stereo unspecified)	.	.	.	-0.7	1389	.	.	.	.	i	0.834	-0.113	0.0155	-0.0864	2.5%	i	32.1	5.2%
CCOC(=O)C1CCCc2c1[nH]c1c(C(=O)O)cccc21 (stereo unspecified)	2.5	3.3	14.5	-5.2	996	i	4.1	11.6	8.9	i	0.0174	-0.224	0.193	0.267	23.1%	i	6.1	11.4%
CNc1nc2c(c(=O)[nH]c(=O)n2C)n1CCOC	2.2	3.3	5.7	-3.6	892	i	20.2	-2.6	-4.2	i	0.159	-0.191	0.399	-0.0135	11.1%	.	.	-0.5%
CCOc1cc(/C=C2\SC(=S)N(NC(=O)c3cccnc3)C2=O)ccc1O	1.4	1.0	4.4	1.2	1567	i	4.8	8.9	2.5	i	3.08	-0.175	1.03	-0.899	13.9%	i	45.5	27.0%
Brc1ccc(CSc2ccc3nnc(-c4cccnc4)n3n2)cc1	2.9	2.5	12.1	3.4	1049	i	2.0	15.0	12.7	i	0.135	-0.264	0.236	0.497	5.1%	i	29.2	5.7%
COc1cccc(C(=O)Nc2cccnc2)c1	0.7	2.0	13.8	-6.0	1079	i	-1.7	9.6	20.6	.	0.603	0.0092	0.279	0.375	-1.1%	i	4.5	3.5%
CC(C(=O)NCc1ccc2c(c1)OCO2)c1ccc([N+](=O)[O-])cc1 (stereo unspecified)	3.4	1.8	5.7	-0.2	968	i	17.6	-1.4	-0.9	i	0.542	-0.207	0.503	-0.454	-1.9%	i	63.7	6.4%

Quoted from the listing:
Reading of `Cc1cccc(NC(=S)NCCc2ccc(F)cc2)c1C` under WT yeast gro inh mutant strain: 64.6*
Reading of `Cc1nc(N2CCN(S(=O)(=O)c3ccc(Br)cc3)CC2)c2c(C)c(C)sc2n1` under Autophagy mod cell loss 18 h: -2.4

Only Yfh1-off respiration, for 3 of the compounds above:
structure	Yfh1-off respiration
O=C1CC(=C(c2ccccc2)c2ccccc2)C(=O)N1CCN1CCN(c2cccc(Cl)c2)CC1	i
COCCNC(=O)C(c1ccc(C)o1)N(C(=O)Cn1nnc2ccccc21)c1ccccc1 (stereo unspecified)	i
O=C(Nc1ccc2c(c1)nc1n2CCCCC1)c1cc(S(=O)(=O)N2CCOCC2)ccc1Cl	i

From PubChem BioAssay
